Assay outcomes (PubChem)
ADAM17 inh – ADAM17 inhibition, QFRET primary screen. P78536. recombinant ADAM17, EDANS/DABCYL FRET peptide cleavage. inhibition, % at 6.95 µM. actives 0.83% (n = 370,000). AID 720648;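 active = inhibition above the mean of compounds lying between control limits plus 3 SD, set per campaign, cut at about 8.5% in these data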;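 note: 0% = DMSO-only wells as the low control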
DAX1 inh-1 – inhibits human nuclear receptor DAX1. inhibition, % at 6.75 µM. actives 0.99% (n = 340,000). AID 504766. HEK293 Gal4-DAX1 luciferase reporter, luminescence;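 active = inhibition above the mean over all tested compounds plus 3 SD, cut at about 4.2% in these data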;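 note: 0% = DAX1-transfected cells with DMSO and 100% = empty-vector control cells with DMSO; inhibition shows as a rise in luminescence from relieved DAX1 repression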
hgDAF-12 ag – hgDAF-12 agonism, primary luciferase screen; HEK293 GAL4-hgDAF12 UAS-luciferase reporter, agonist luminescence; normalized to butyrate control; AID 687014; actives 1.8% (n = 370,000); activation, % at 6.8 µM;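 active = activation above a cutoff set at the mean of all screened compounds plus 3 SD, cut at about 10% in these data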;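 note: 0% = DMSO wells and 100% = sodium butyrate wells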
ADAM10 inh – inhibits human ADAM10; O14672; recombinant ADAM10, EDANS/DABCYL FRET peptide cleavage, 3 h; inhibition, % at 7 µM; actives 0.62% (n = 370,000);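 active = inhibition above a per-campaign cutoff equal to the mean of compounds falling between control-based bounds plus 3 SD, cut at about 20% in these data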;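 note: 0% = DMSO wells while the 100% control is not disclosed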
HGIII-sPLA2 inh – Inhibits HGIII-sPLA2 liposome hydrolysis, primary screen; Q9NZ20; QFRET BODIPY PC-A2 liposome hydrolysis, fluorescence; inhibition, % at 12.2 µM; actives 0.56% (n = 370,000);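 active = inhibition above mean plus 3 SD of compounds lying within the high and low control bounds, cut at about 19% in these data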;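 note: 0% = median of test compound wells and 100% = no enzyme DMSO wells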
hcDAF12 agonist – activates DAF-12 receptor from parasite H. contortus | HEK293 hcDAF-12 lit1-tk-luc reporter, luminescence; 0% DMSO, 100% Δ7-dafachronic acid | activation, % at 6.8 µM | actives 1.4% (n = 370,000);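 active = activation above the mean of all tested compounds plus 3 SD, cut at about 5.5% in these data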;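 note: 100% = response to 3 µM Δ7-dafachronic acid high control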
DAX1 inh-2 – inhibitors of DAX1 repression of SF-1 activated StAR promoter. HEK293T StAR-luciferase reporter, SF-1/DAX-1 repression relief. inhibition, % at 6.8 µM. AID 652010. actives 1.1% (n = 370,000);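 active = inhibition above the mean over all tested compounds plus 3 SD, cut at about 3.6% in these data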;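 note: 0% = DAX-1 cells with DMSO and 100% = cells lacking DAX-1 with DMSO; higher inhibition means more luminescence from relief of DAX-1 repression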
ssDAF-12 act – activates DAF-12 receptor from parasite S. stercoralis. actives 1% (n = 370,000). HEK293 ssDAF-12/GRIP1 lit1-tk-luc reporter, luminescence; % of 3 µM dafachronic acid response. AID 652126. activation, % at 6.8 µM;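 active = activation above the mean over all tested compounds plus 3 SD, cut at about 0.9% in these data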;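 note: 0% = DMSO-only wells and 100% = 3 µM delta7-dafachronic acid wells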
PLCb3 inh – blocks human PLC-beta3 enzyme activity; Purified PLC-beta3, fluorogenic substrate, fluorescence; Q01970; AID 720704; inhibition, % at 12.2 µM; actives 0.18% (n = 370,000); in the data active = inhibition above about 11%;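 note: 0% = median of compound wells on plate and 100% = full blocker control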
FXN GAA850 act – increases GAA850 frataxin promoter reporter activity; AID 540364; activation, % at 6 µM; actives 0.56% (n = 360,000); HEK293 lucGAA850 FXN promoter luciferase reporter, 24 h; percent of 10 µM SAHA response;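 active = activation above the average of all compounds screened plus 3 SD, cutoff fixed separately per campaign, cut at about 7.5% in these data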;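 note: 0% = DMSO wells and 100% = 10 µM SAHA wells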
PLC-gamma1 inh – inhibitors of human phospholipase C gamma1; actives 0.84% (n = 370,000); inhibition, % at 12.2 µM; purified PLC-gamma1, fluorogenic substrate, fluorescence; in the data active = inhibition above about 9.5%
Target sequence (P19174 whole entry, looked up): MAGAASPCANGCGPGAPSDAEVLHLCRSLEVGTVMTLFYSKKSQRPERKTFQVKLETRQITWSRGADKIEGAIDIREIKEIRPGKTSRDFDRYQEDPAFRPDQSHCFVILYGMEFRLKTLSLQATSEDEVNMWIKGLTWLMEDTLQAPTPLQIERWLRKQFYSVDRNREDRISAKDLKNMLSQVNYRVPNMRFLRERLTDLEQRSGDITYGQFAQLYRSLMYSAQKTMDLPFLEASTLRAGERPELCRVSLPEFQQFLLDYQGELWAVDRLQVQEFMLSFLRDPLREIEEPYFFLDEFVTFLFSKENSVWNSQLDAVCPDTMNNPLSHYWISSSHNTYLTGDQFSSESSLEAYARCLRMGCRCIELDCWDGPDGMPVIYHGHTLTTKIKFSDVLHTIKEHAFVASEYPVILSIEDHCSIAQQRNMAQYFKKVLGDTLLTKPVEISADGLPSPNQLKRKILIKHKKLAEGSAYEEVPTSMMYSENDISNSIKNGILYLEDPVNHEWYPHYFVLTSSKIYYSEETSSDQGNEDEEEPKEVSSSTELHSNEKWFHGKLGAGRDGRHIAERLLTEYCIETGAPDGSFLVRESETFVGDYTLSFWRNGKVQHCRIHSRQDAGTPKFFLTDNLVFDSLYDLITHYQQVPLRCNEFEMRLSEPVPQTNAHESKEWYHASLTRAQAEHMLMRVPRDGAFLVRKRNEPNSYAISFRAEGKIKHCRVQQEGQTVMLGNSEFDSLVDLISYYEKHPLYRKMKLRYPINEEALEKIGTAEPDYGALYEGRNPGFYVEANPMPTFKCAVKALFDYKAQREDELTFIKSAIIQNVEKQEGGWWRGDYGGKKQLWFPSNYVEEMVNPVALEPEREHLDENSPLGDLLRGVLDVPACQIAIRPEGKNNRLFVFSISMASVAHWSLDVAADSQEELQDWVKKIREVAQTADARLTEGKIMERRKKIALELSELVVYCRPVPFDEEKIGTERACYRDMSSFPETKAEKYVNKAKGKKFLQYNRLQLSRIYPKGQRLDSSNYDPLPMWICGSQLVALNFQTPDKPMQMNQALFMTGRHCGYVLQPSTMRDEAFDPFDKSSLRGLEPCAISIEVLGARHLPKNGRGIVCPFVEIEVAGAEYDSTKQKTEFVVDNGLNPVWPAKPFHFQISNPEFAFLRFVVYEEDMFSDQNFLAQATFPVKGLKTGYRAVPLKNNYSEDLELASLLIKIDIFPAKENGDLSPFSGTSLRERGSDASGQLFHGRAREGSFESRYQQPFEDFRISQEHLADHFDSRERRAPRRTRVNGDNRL
* hit, by the source's call. An unsorted share of the library; 6.9% or so of the library scored in one or more.

Cc1ccccc1-c1oc(C)c(C)[n+]1[O-] was read as ADAM17 inh -3, DAX1 inh-1 -1.0, hgDAF-12 ag -3.2, ADAM10 inh -4, HGIII-sPLA2 inh 8, hcDAF12 agonist -0.7, DAX1 inh-2 0.5, ssDAF-12 act -1.5, PLCb3 inh -7, FXN GAA850 act 0.3 and PLC-gamma1 inh 5.
CCCCNC(=O)COC(=O)c1ccc(F)cc1Cl was read as ADAM17 inh 0, DAX1 inh-1 1.6, hgDAF-12 ag -1.5, ADAM10 inh -9, HGIII-sPLA2 inh 10, hcDAF12 agonist 0.6, DAX1 inh-2 0.4, ssDAF-12 act -1.9, PLCb3 inh 5, FXN GAA850 act 0.4 and PLC-gamma1 inh -1.
Screening Cc1cccc(OC(C)C(=O)OCC(=O)N2CCN(c3ccccc3)CC2)c1 (centres undefined) returned ADAM17 inh -3, DAX1 inh-1 0.1, hgDAF-12 ag 3.1, ADAM10 inh -4, HGIII-sPLA2 inh -6, hcDAF12 agonist 0.1, DAX1 inh-2 -0.3, ssDAF-12 act -1.1, PLCb3 inh 0, FXN GAA850 act -1.6 and PLC-gamma1 inh 3.
Screening Oc1ccc2ccccc2c1/C=N/Nc1nnc(-c2ncc[nH]2)c2ccccc12 returned ADAM17 inh 5, DAX1 inh-1 -1.6, hgDAF-12 ag -3.4, ADAM10 inh 7, HGIII-sPLA2 inh -5, hcDAF12 agonist 0.2, DAX1 inh-2 -0.4, ssDAF-12 act -0.8, PLCb3 inh -11, FXN GAA850 act -5.5 and PLC-gamma1 inh -7.
Screening CC(C)(C)c1ccc(S(=O)(=O)N2CCN(CC(=O)N3CC(=O)Nc4ccccc43)CC2)cc1 returned ADAM17 inh -2, DAX1 inh-1 0.0, hgDAF-12 ag 1.7, ADAM10 inh -7, HGIII-sPLA2 inh -12, hcDAF12 agonist 1.2, DAX1 inh-2 -1.6, ssDAF-12 act -1.4, PLCb3 inh -8, FXN GAA850 act 1.1 and PLC-gamma1 inh -2.
`CCOc1ccc(C(C)(C)C)cc1S(=O)(=O)N1CC(C)OC(C)C1` (centres undefined) gave ADAM17 inh -2, DAX1 inh-1 -1.0, hgDAF-12 ag 2.3, ADAM10 inh 7, HGIII-sPLA2 inh -2, hcDAF12 agonist 0.0, DAX1 inh-2 -0.6, ssDAF-12 act -1.0, PLCb3 inh 4, FXN GAA850 act 2.4 and PLC-gamma1 inh -2.
Screening O=C(COc1ccc(S(=O)(=O)NC2CCCCC2)cc1)NCC1CCCO1 (centres undefined) returned ADAM17 inh -6, DAX1 inh-1 0.1, hgDAF-12 ag 1.8, ADAM10 inh -5, HGIII-sPLA2 inh 1, hcDAF12 agonist -0.8, DAX1 inh-2 -0.8, ssDAF-12 act -1.4, PLCb3 inh 0, FXN GAA850 act 1.4 and PLC-gamma1 inh -2.
`Cc1ccc(C)c(S(=O)(=O)Nc2ccc3sc(C)nc3c2)c1` gave ADAM17 inh -2, DAX1 inh-1 0.6, hgDAF-12 ag -2.6, ADAM10 inh 0, HGIII-sPLA2 inh -25, hcDAF12 agonist -0.8, DAX1 inh-2 -1.1, ssDAF-12 act -1.4, PLCb3 inh 1, FXN GAA850 act 0.1 and PLC-gamma1 inh 1.
`COc1ccccc1CNC(=O)c1cccnc1` gave ADAM17 inh -1, DAX1 inh-1 -0.4, hgDAF-12 ag 1.5, ADAM10 inh 7, HGIII-sPLA2 inh 1, hcDAF12 agonist -0.4, DAX1 inh-2 -1.0, ssDAF-12 act -0.4, PLCb3 inh -2, FXN GAA850 act 2.2 and PLC-gamma1 inh 3.
Screening COc1ccc(NC(=O)CN2CCN(c3ccccc3C)CC2)cc1 returned ADAM17 inh -1, DAX1 inh-1 -0.2, hgDAF-12 ag -0.7, ADAM10 inh 0, HGIII-sPLA2 inh -5, hcDAF12 agonist -1.4, DAX1 inh-2 -0.2, ssDAF-12 act -1.1, PLCb3 inh -7, FXN GAA850 act 1.5 and PLC-gamma1 inh -1.
`Cc1ccc(C)c(S(=O)(=O)N2CC(=O)Nc3ccccc32)c1` gave ADAM17 inh -5, DAX1 inh-1 1.4, hgDAF-12 ag 0.0, ADAM10 inh -5, HGIII-sPLA2 inh 7, hcDAF12 agonist -2.3, DAX1 inh-2 0.0, ssDAF-12 act -1.4, PLCb3 inh 2, FXN GAA850 act 2.2 and PLC-gamma1 inh 1.
Screening Cc1nn(Cc2ccc(Cl)cc2)c(C)c1NC(=O)CCCn1nc(C)c([N+](=O)[O-])c1C returned ADAM17 inh 0, DAX1 inh-1 -1.2, hgDAF-12 ag -2.3, ADAM10 inh 8, HGIII-sPLA2 inh -4, hcDAF12 agonist -1.4, DAX1 inh-2 -0.8, ssDAF-12 act -1.7, PLCb3 inh 2, FXN GAA850 act 1.8 and PLC-gamma1 inh 2.
`CCCn1c2ccccc2c2nnc(SC(CC)C(=O)Nc3cc(C)on3)nc21` (centres undefined) gave ADAM17 inh -1, DAX1 inh-1 0.2, hgDAF-12 ag 2.0, ADAM10 inh 5, HGIII-sPLA2 inh -1, hcDAF12 agonist 0.1, DAX1 inh-2 -0.1, ssDAF-12 act -0.7, PLCb3 inh -2, FXN GAA850 act -4.2 and PLC-gamma1 inh -4.
For O=C(CN1CCN(c2ccccc2)CC1)Nc1c(C(=O)C2CC2)oc2ccccc12 the results were ADAM17 inh -2, DAX1 inh-1 -1.1, hgDAF-12 ag -0.1, ADAM10 inh -8, HGIII-sPLA2 inh 2, hcDAF12 agonist 2.1, DAX1 inh-2 0.3, ssDAF-12 act -1.4, PLCb3 inh -1, FXN GAA850 act -1.2 and PLC-gamma1 inh 5.
Cc1cc(C)c(S(=O)(=O)N2CCOC2CNC(=O)C(=O)NCCCn2ccnc2)c(C)c1 (centres undefined) was read as ADAM17 inh -4, DAX1 inh-1 0.4, hgDAF-12 ag -2.5, ADAM10 inh -4, HGIII-sPLA2 inh 7, hcDAF12 agonist -1.4, DAX1 inh-2 0.7, ssDAF-12 act -0.6, PLCb3 inh -11, FXN GAA850 act 0.1 and PLC-gamma1 inh 4.
COc1ccc(CCNC(=O)COC(=O)c2ccc(OC)cc2OC)cc1 was read as ADAM17 inh -6, DAX1 inh-1 1.0, hgDAF-12 ag 0.2, ADAM10 inh -2, HGIII-sPLA2 inh 3, hcDAF12 agonist -0.6, DAX1 inh-2 -2.3, ssDAF-12 act -0.8, PLCb3 inh -13, FXN GAA850 act -0.9 and PLC-gamma1 inh 3.
For CCCS(=O)(=O)NC(=O)C1(C)CCN(C(=O)c2cccc(OC(F)(F)F)c2)C1 (centres undefined) the results were ADAM17 inh -3, hgDAF-12 ag -1.9, ADAM10 inh 0, HGIII-sPLA2 inh 15, hcDAF12 agonist -0.6, DAX1 inh-2 -0.3, ssDAF-12 act -0.7, PLCb3 inh 1, FXN GAA850 act 0.5 and PLC-gamma1 inh -3.
For Cc1ccc(S(=O)(=O)N2[C@@H](c3ccccc3)C(C(=O)O)=CC[C@H]2c2ccc(Cl)cc2)cc1 the results were ADAM17 inh -1, DAX1 inh-1 -0.3, hgDAF-12 ag 0.1, ADAM10 inh 14, HGIII-sPLA2 inh -26, hcDAF12 agonist -1.6, DAX1 inh-2 -0.3, ssDAF-12 act -0.8, PLCb3 inh -1, FXN GAA850 act 3.3 and PLC-gamma1 inh -1.
Screening CCOc1nc(-c2ccc(OC)cc2)ccc1-c1noc(C)n1 returned ADAM17 inh -106, DAX1 inh-1 -1.2, hgDAF-12 ag -0.7, ADAM10 inh -414, HGIII-sPLA2 inh 0, hcDAF12 agonist -0.9, DAX1 inh-2 0.5, ssDAF-12 act -1.4, PLCb3 inh -46, FXN GAA850 act 1.0 and PLC-gamma1 inh -24.
For Cc1c(Nc2ncnc3c2cnn3-c2ccccc2)c(=O)n(-c2ccccc2)n1C the results were ADAM17 inh 1, DAX1 inh-1 -0.8, hgDAF-12 ag -1.7, ADAM10 inh 1, HGIII-sPLA2 inh 4, hcDAF12 agonist -1.3, DAX1 inh-2 0.2, ssDAF-12 act -1.4, PLCb3 inh 3, FXN GAA850 act -2.5 and PLC-gamma1 inh 1.
Screening CC(C)CN1CCCC(N2CCN(c3cccc(Cl)c3)CC2)C1 (centres undefined) returned ADAM17 inh 3, DAX1 inh-1 -0.4, hgDAF-12 ag 7.7, ADAM10 inh 8, HGIII-sPLA2 inh 2, hcDAF12 agonist 6.3*, DAX1 inh-2 0.1, ssDAF-12 act -0.5, PLCb3 inh -2, FXN GAA850 act 1.1 and PLC-gamma1 inh 2.
Screening CC(C)C(=O)N(Nc1nc2ccccc2s1)C(=O)C(C)C returned ADAM17 inh 2, DAX1 inh-1 1.9, hgDAF-12 ag 2.6, ADAM10 inh -1, HGIII-sPLA2 inh 1, hcDAF12 agonist 3.9, DAX1 inh-2 0.1, ssDAF-12 act -0.7, PLCb3 inh 0, FXN GAA850 act 1.9 and PLC-gamma1 inh 0.
Screening O=S1(=O)CC(N2CCN(CCO)CC2)CN1C1CCCCC1 (centres undefined) returned ADAM17 inh 3, hgDAF-12 ag 8.1, ADAM10 inh -2, HGIII-sPLA2 inh 8, hcDAF12 agonist -0.3, DAX1 inh-2 -0.3, ssDAF-12 act -0.5, PLCb3 inh 6 and PLC-gamma1 inh 4.
CN(CCO)C(=O)c1nc[nH]c1C(=O)N1CCN(C(=O)OC(C)(C)C)CC1 was read as ADAM17 inh -2, DAX1 inh-1 0.8, hgDAF-12 ag 1.8, ADAM10 inh -5, HGIII-sPLA2 inh 0, hcDAF12 agonist 0.2, DAX1 inh-2 0.0, ssDAF-12 act -1.3, PLCb3 inh 3, FXN GAA850 act -2.1 and PLC-gamma1 inh 1.
`CCCS(=O)(=O)NC(=O)C1(C)CCN(C(=O)COc2ccccc2)C1` (centres undefined) gave ADAM17 inh -5, hgDAF-12 ag -0.5, ADAM10 inh -11, HGIII-sPLA2 inh 6, hcDAF12 agonist 0.6, DAX1 inh-2 -1.3, ssDAF-12 act -1.5, PLCb3 inh 0, FXN GAA850 act -1.7 and PLC-gamma1 inh 3.
Screening Cc1onc(-c2ccc(Cl)cc2)c1-c1ccnc(SCC(=O)Nc2ccc(C(C)C)cc2)n1 returned ADAM17 inh -2, DAX1 inh-1 3.9, hgDAF-12 ag 2.5, ADAM10 inh -5, HGIII-sPLA2 inh 2, hcDAF12 agonist 0.2, DAX1 inh-2 -0.3, ssDAF-12 act -1.5, PLCb3 inh -5, FXN GAA850 act -1.6 and PLC-gamma1 inh -4.

Random excerpt: 2 records from the list.
CN(CCO)C(=O)c1nc[nH]c1C(=O)N1CCN(C(=O)OC(C)(C)C)CC1 was read as ADAM17 inh -2, DAX1 inh-1 0.8, hgDAF-12 ag 1.8, ADAM10 inh -5, HGIII-sPLA2 inh 0, hcDAF12 agonist 0.2, DAX1 inh-2 0.0, ssDAF-12 act -1.3, PLCb3 inh 3, FXN GAA850 act -2.1 and PLC-gamma1 inh 1.
Screening O=S1(=O)CC(N2CCN(CCO)CC2)CN1C1CCCCC1 (centres undefined) returned ADAM17 inh 3, hgDAF-12 ag 8.1, ADAM10 inh -2, HGIII-sPLA2 inh 8, hcDAF12 agonist -0.3, DAX1 inh-2 -0.3, ssDAF-12 act -0.5, PLCb3 inh 6 and PLC-gamma1 inh 4.
